# SIRT5 inh = sirtuin-5 (human) deacylase inhibition | AID 652115 | inhibition, % at 15 µM | Purified SirT5, succinyl-peptide AMC, trypsin-coupled fluorescence | 1.1% of 330,000 active; in the data active means inhibition above about 15%; inconclusive means no clear call, values can overlap the other calls
# Target sequence (Q9NXA8 whole entry, looked up): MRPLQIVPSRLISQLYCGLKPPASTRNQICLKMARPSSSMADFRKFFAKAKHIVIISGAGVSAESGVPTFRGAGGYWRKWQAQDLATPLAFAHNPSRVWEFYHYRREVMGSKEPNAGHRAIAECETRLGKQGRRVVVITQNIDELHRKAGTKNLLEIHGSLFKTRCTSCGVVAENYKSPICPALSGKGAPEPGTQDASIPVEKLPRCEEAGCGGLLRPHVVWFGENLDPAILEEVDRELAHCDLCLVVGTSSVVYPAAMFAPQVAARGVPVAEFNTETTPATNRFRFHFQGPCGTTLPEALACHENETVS
# Cneo AK release = Cryptococcus neoformans lysis via adenylate kinase release; 0.2% of 360,000 active; C. neoformans lysis, adenylate kinase release luminescence, 4 h; normalised: neutral wells 0, clomiphene wells 100; lysis activity, % at 15 µM;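 active means mean lysis activity across replicates of at least 80%, whatever share of replicates individually reach that level; inactive means mean lysis activity below 80%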
#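 Material – log-phase Cryptococcus neoformans yeast cells · Input – 5 × 10^6 yeast cells/mL · Medium – fresh YPD growth medium · Doses – single compound concentration per well · Timing – static 4 h at 37 °C with compound, 1 h detection · Detection – adenylate kinase release luminescence · Read-out – signal increase indicating cell lysis · Control set – Clomiphene as positive lysis control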
# ARNT-TACC3 inh = ARNT/TACC3 interaction disruption. inhibition, % at 9.99 µM. AID 623870. AlphaScreen His-ARNT PAS-B/GST-TACC3 binding, luminescence; TACC3 fragment carries E629A point mutation. Q9Y6A5. 0.66% of 390,000 active;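 active means mean inhibition of replicates at least 50% and at least half of replicates each reaching 50%; inconclusive means half or more replicates reach 50% but mean below 50%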;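 further: 0% = complete ARNT plus TACC3 wells and 100% = ARNT alone without TACC3; many hits fall short of the cut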
# Statin myotox sup = suppressors of simvastatin-induced myotoxicity in C2C12 myotubes; rescue of ATP level, % at 7.49 µM; 0.78% of 330,000 active; ATP luminescence, 48 h; scaled: DMSO 0, geranylgeraniol control 100;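 active means mean ATP rescue above about 67%, or every replicate alone reaching that limit, limit read from the data, passing the limit was not always enough; inconclusive means no clear call, values can overlap the other calls; inactive means mean under the limit and some replicate under it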;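 further: myotubes were challenged with 10 µM simvastatin during compound exposure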
# miR-122 sensor = blocks miR-122 activity in Huh7 sensor cells; 0.3% of 340,000 active; Huh7 miR-122 Renilla luciferase sensor, 48 h; neutral wells = 0, positive control = 100; activation (reporter increase), % at 12.5 µM;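 active means mean replicate activation score at least 90 and every replicate individually at or above 90; inconclusive means only one of the two criteria met; inactive means neither criterion met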;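 further: higher luciferase means less miR-122 activity so hits act as miR-122 inhibitors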
# esBAF inh = SWI/SNF esBAF complex inhibition; mouse ES cells, Bmi1-luciferase knock-in reporter, 24 h; 100% = twice the neutral-well signal; reporter increase, % at 12.5 µM; 2% of 350,000 active; in the data active means activation above about 40%; inconclusive means no clear call, values can overlap the other calls;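 further: 0% = median of the plate's neutral control wells and 100% = double that signal; a rise in the Bmi1 reporter signal indicates esBAF inhibition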
# ERp5 block = blocks human ERp5 reductase activity on insulin | 0.05% of 350,000 active | inhibition, % at 9.99 µM | Q15084 | ERp5 insulin aggregation, absorbance 650 nm, 90 min;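 active means mean replicate inhibition above about 25%, with every replicate also reaching it, limit read from the data, passing the limit was not always enough; inconclusive means only one of those two criteria met; inactive means neither criterion met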
# Target sequence (Q15084 whole entry, looked up): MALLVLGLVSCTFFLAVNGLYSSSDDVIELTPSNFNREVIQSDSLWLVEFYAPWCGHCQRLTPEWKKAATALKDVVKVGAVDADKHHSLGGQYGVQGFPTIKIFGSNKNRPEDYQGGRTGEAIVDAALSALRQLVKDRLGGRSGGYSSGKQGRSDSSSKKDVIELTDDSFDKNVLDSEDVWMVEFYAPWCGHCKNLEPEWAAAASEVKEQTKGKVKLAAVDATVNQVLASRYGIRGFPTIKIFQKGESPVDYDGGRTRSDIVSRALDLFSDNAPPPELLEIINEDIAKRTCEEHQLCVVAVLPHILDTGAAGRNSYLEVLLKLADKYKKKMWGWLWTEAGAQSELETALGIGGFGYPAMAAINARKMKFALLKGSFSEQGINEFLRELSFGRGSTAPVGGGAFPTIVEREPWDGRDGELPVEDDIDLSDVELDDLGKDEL
# The depositor's hits bear a star; u = inconclusive; x = no result given; & = joins results of further samples; [ ] = dose if it differs, or a comment.
SMILES,SIRT5 inh,Cneo AK release,ARNT-TACC3 inh,Statin myotox sup,miR-122 sensor,esBAF inh,ERp5 block
CN1C(=O)C(C)(C)c2cc(S(=O)(=O)N3CCCC(C(=O)Nc4ccc(Cl)cc4)C3)ccc21 (stereo not drawn),x,1,-22,x,-2,-31,3
Cc1ccc(C(=O)C(OC(=O)CNC(=O)c2ccc(Cl)cc2)c2ccccc2)cc1 (stereo not drawn),x,0,-3,2,12,-2,x
COCC#Cc1ccc2c(c1)O[C@H](CN(C)C(=O)COC)[C@@H](C)CN([C@H](C)CO)S2(=O)=O,-4,4,-11,-19,2[16.7 µM],-3,-2
O=C(COc1ccccc1[N+](=O)[O-])N/N=C/c1cccs1,x,-4,-5,x,4,x,x
CN(C)CC#Cc1ccc([C@@H]2[C@H](CO)N3CCCCN(S(=O)(=O)c4ccccc4)C[C@@H]23)cc1,0,-2,5,-21,-3[16.7 µM],0,4
O=C(CSc1nc(=O)n(CCCN2CCOCC2)c2c1CCCC2)Nc1cccc([N+](=O)[O-])c1,4,0,2,-2,-2,-2,-27
C[C@H](CO)N1C[C@H](C)[C@@H](CN(C)Cc2ccc3c(c2)OCO3)Oc2ncc(/C=C/c3ccccc3)cc2C1=O,-4,9,11,2,-3[16.7 µM],0,5
COc1ccc(S(=O)(=O)Nc2ccc3c(c2)C(=O)N([C@H](C)CO)C[C@H](C)[C@H](CN(C)S(=O)(=O)c2cn(C)cn2)OCCCC[C@H](C)O3)cc1,1,-3,-4,x,3[16.7 µM],5,6
CCN(C[C@H]1N[C@@](Cc2ccccc2)(C(=O)OC)[C@H]2C(=O)N(Cc3ccccc3)C(=O)[C@@H]12)S(=O)(=O)c1ccc(OC)cc1,-2,-2,-3,-63,-2,0,2
Cc1cc(Cl)ccc1OCc1cn2cccnc2n1,2,x,18,x,x,x,5
COc1ccccc1CNC(=O)C[C@@H]1C=C[C@@H](NC(=O)CC2CC2)[C@@H](CO)O1,3,58,-9,4,x,-3,2
COc1cc(/C=N/Nc2nc3ccccc3[nH]c2=O)ccc1O,0,0,-4,x,-8,x,-2
Cc1cc(OCC(=O)Nc2ccccc2N2CCCC2)ccc1C(C)C,-2,1,-1,-7,x,-4,1
CCN(CC)CCCN1C(=O)C(=O)/C(=C(/O)c2ccccc2)C1c1cc(OC)ccc1OC (stereo not drawn),x,-1,-4,x,5,x,x
Cc1ccc(SCc2cc(=O)[nH]c(Nc3nc(C)c4cccc(C)c4n3)n2)cc1,x,-2,-3,18,-1,-1,x
CC(C)n1cc(NC(=O)c2cc(-c3ccccc3)on2)cn1,x,1,-5,x,114*,x,x
Nn1c(SC/C=C/c2ccccc2)nnc1-c1ccccn1,x,3,54*,-1,14,16,x
Cc1c(/C=N/O)c2ccccn2c1C=O,-2,x,-3,x,x,x,-3
O=C(Nc1ccc(S(=O)(=O)Nc2ccccc2F)cc1)N1CCCCC1,2,-1,-13,0,x,2,-6
COc1ccc(C(=O)Nc2cnc3ccccn3c2=O)cc1,2,x,12,-1,-2,-10,24
CNC(=O)C[C@@H]1CC[C@H]2[C@H](COc3ccc(NC(=O)c4ccc(OC)cc4)cc3C(=O)N2C)O1,3,-4,0,-18,5[16.7 µM],2,9
Nc1nonc1-n1nnc(C(=O)N/N=C/c2cccc(Cl)c2)c1CSc1ccc(Cl)cc1,-6,3,-13,-18,-11,-7,-4
O=C(Nc1ncn[nH]1)c1ccccc1Br,x,4,-7,x,-7,x,8
Cc1nn(-c2ccncc2)c2c1C(=O)CC(C)(C)C2Br (stereo not drawn),-1,-4,-1,11,x,-12,3
CCc1cc(=O)oc2cc(OCC(=O)NCCCN3CCCC3=O)c(Cl)cc12,5,-3,4,2,2,-3,13
Cc1ccsc1C(=O)OCC(=O)N(Cc1ccccc1)C(C)C,-2,1,-8,-18,6,x,-3
CCCC(=O)Nc1ccc2c(c1)OC[C@H](C)N(CCC)C[C@@H](C)[C@@H](OC)CN(C)C2=O,-2,-5,1,7,x,-2,-2
C[C@@H]1CN([C@@H](C)CO)C(=O)c2cccc(NS(=O)(=O)c3ccccc3)c2O[C@@H]1CN(C)S(=O)(=O)c1cccs1,2,x,x,u,-6[16.7 µM],0,-2
O=c1c2c([N+](=O)[O-])cc([N+](=O)[O-])cc2nc2ccccn12,-4,1,7,0,-6,1,-5
CCn1c(=O)c([N+](=O)[O-])c(NCc2ccc3c(c2)OCO3)c2ccccc21,-9,-7,1,0,1,1,x
COc1ccc(N2C(=O)N3[C@H](c4ccc(Br)cc4)[C@@H]4C(=O)N(C(C)(C)C)C(=O)[C@@H]4[C@]3(Cc3ccccc3)C2=O)cc1,x,2,-2,14,1,2,4
CCOc1cc(NC(=S)NCC2CCCO2)c(OCC)cc1NC(=O)CC (stereo not drawn),-6,x,-3,x,x,x,3
C/C(CC(=O)Nc1cccc(Cl)c1Cl)=N\NC(=O)c1ccccc1C,-3,x,4,x,x,x,-3
COc1cc(F)c(C2=CC(=O)C[C@H](c3ccc4c(c3)OCO4)C2)cc1F,x,0,0,5,-6,2,-1
O=C(N/N=C/c1cccnc1)C(O)c1ccccc1 (stereo not drawn),-2,-1,-3,-6,20,-10,-2
CCc1cccc(C)c1NC(=O)CO/N=C(\C)c1cc2ccccc2o1,x,0,7,2,1,-1,x
COc1ccc(-n2ncc3c2CC(C)(C)CC3NC(=O)CCn2nc(C)cc2C)cc1 (stereo not drawn),-4,0,1,-13,-8,-2,2
O=C(/C=C/c1cccnc1)c1ccc(O)cc1,1,x,0,5,3,13,0
N#CCCN(Cc1cccnc1)C(=S)Nc1ccc(OC(F)F)cc1,0,x,15,x,x,x,2
O=c1[nH]n(Cc2ccccc2)c(=O)c2ccccc12,4,0,-4,-2,x,7,5
CCN1CCN(CCNC(=O)Nc2ccc([N+](=O)[O-])cc2)CC1,-4,0,-4,x,-4,x,2
Cc1cc(C(=O)Nc2cccc3c2O[C@@H](CN(C)C(=O)Nc2ccc4c(c2)OCO4)[C@H](C)CN([C@@H](C)CO)C3=O)n(C)n1,-4,-1,-5,-54,-4[16.7 µM],0,1
COC(=O)C[C@H]1CC[C@@H]2[C@H](COc3ccc(NC(=O)c4cscn4)cc3C(=O)N2C)O1,-5,-1,0,10,12[16.7 µM],0,7
COc1ccc(CN2CC(=O)N(c3ccc(C)c(C)c3)C2=S)cc1OC,-3,x,2,x,x,x,6
CCCCn1c(N)c(N(CCOC)C(=O)c2cc3c(s2)CCCCC3)c(=O)[nH]c1=O,1,-1,5,3,4,12,10
COC(=O)c1cc(C#N)c(Oc2ccccc2)nc1C,x,1,-5,14,1,-6,x
COc1cc(C2NC(=O)CCC2[N+](=O)[O-])cc(Br)c1OC (stereo not drawn),-2,0,-8,7,-5,-6,1
C[C@@H]1CN([C@@H](C)CO)C(=O)c2cccc(NC(=O)C3CC3)c2O[C@H]1CN(C)Cc1ccc(Oc2ccccc2)cc1,-2,6,8,-9,-5[16.7 µM],-3,0
C/C=C/c1cnc2c(c1)C(=O)N([C@@H](C)CO)C[C@H](C)[C@@H](CN(C)C(=O)C1CCCCC1)O2,-4,0,-6,10,0[16.7 µM],0,10
COc1ccc(C2CC(c3ccc(OC)c(OC)c3)=NN2C(=O)c2ccccc2)cc1 (stereo not drawn),3,-1,1,5,-1,1,2
# (listing goes on)
SMILES,SIRT5 inh,Cneo AK release,ARNT-TACC3 inh,Statin myotox sup,miR-122 sensor,esBAF inh,ERp5 block
CN(C)/C=N/c1cc(=O)n(Cc2ccccc2)c(=O)n1C,3,7,-1,0,0,6,1
CSc1ncccc1C(=O)OCC(=O)c1cccs1,-2,-4,x,-1,7,3,-13
O=C(NC1Cc2ccccc2C1)[C@@H]1N[C@@H]2c3ccc(C4=CCCCC4)c(=O)n3C[C@@H]2[C@H]1CO,-2,-2,5,5,-1[16.7 µM],3,4
COc1cc(-c2nc3cnccn3c2Nc2ccc3c(c2)OCCO3)ccc1O,x,-1,-3,x,0,x,x
Cc1ccccc1-c1ccc([C@H]2[C@H]3CN(C(=O)c4cccnc4)CCCCN3[C@H]2CO)cc1,10,-3,-8,-11,2[16.7 µM],2,-6
C[C@H](O)C#Cc1cnc2c(c1)C(=O)N([C@@H](C)CO)C[C@@H](C)[C@H](CN(C)CC1CCCC1)O2,-1,12,-4,19,10[16.7 µM],0,17
[O-][N+](=C(c1ccccc1)c1ccccc1)c1ccccc1,x,0,-23,-3,-3,-4,-7
C=CCn1c(SCC(=O)NCc2ccccc2)nnc1C1CCCCC1,-6,-2,11,-6,x,-8,1
CC(=O)c1c(C)[nH]c(C(=O)OCC(=O)Nc2c(C)n(C)n(-c3ccccc3)c2=O)c1C,-6,1,-7,0,-5,0,-3
COCCNC(=O)c1c(N)n(CCCn2ccnc2)c2nc3ccccc3nc12,x,-2,10,1,x,-12,x
Cc1cccc(NC(=O)CCc2nc3sc4c(c3c(=O)[nH]2)CCCC4)c1,-2,x,3,x,x,x,-1
Cc1ccc(O)c(NC(=O)c2cc(-c3ccco3)on2)c1,-1,-1,8,-4,-7,70*,2
Cc1c2c([n+]3n1CCC3)CC(C)(C)CC2=O,3,-1,0,-10,-4,-1,-1
COC(=O)C1=C(C)N(CCCCCC(=O)O)C(=O)NC1c1ccccc1 (stereo not drawn),-5,5,x,9,x,-3,1
CCC(=O)Nc1ccc2c(c1)C(=O)N(C)C[C@@H](OC)[C@H](C)CN(Cc1ccccc1F)[C@H](C)CO2,1,-2,-7,25,x,-3,1
C[C@@H]1CCCCO[C@H](CN(C)C(=O)Nc2cccc3ccccc23)[C@@H](C)CN([C@@H](C)CO)C(=O)c2cc(N(C)C)ccc2O1,x,x,x,38,-8[16.7 µM],-2,x
COCCCNC(=S)NC(=O)c1ccc([N+](=O)[O-])cc1,-6,-2,4,-2,-15,34,-2
Cc1coc2cc3oc(=O)ccc3cc12,-3,-1,-6,6,4,7,1
O=C(COC(=O)c1ccccc1NC(=O)c1ccco1)NCC1CCCCC1,x,0,-5,5,-11,0,x
COc1cc(Cl)c(C)cc1NC(=O)CCNC(=O)c1ccco1,-1,0,-5,-4,x,-11,1

# Some entries already given with just esBAF inh.
Structure	esBAF inh
Cc1coc2cc3oc(=O)ccc3cc12	7
C[C@@H]1CCCCO[C@H](CN(C)C(=O)Nc2cccc3ccccc23)[C@@H](C)CN([C@@H](C)CO)C(=O)c2cc(N(C)C)ccc2O1	-2
COc1cc(Cl)c(C)cc1NC(=O)CCNC(=O)c1ccco1	-11

# New compounds follow
SMILES,SIRT5 inh,Cneo AK release,ARNT-TACC3 inh,Statin myotox sup,miR-122 sensor,esBAF inh,ERp5 block
C=C(C)CC1N(c2cccc(OC)c2)C(=O)C2C(C(=O)O)C3C=CC21O3 (stereo not drawn),x,-2,x,-7,1,3,-1
O=C(CCNC(=O)c1ccc(Br)cc1)NNC(=O)c1ccccc1O,-3,x,4,x,x,x,-4
O=c1c(-c2ccc(F)cc2)coc2cc(O)ccc12,-2,-11,-1,24,-4,33,3
COc1cccc(S(=O)(=O)N(C)C[C@@H]2OCc3cn(nn3)CCCC(=O)N([C@@H](C)CO)C[C@H]2C)c1,-4&1,0&-4,-8,-18&0&-5,-5,-1&-2&-5,5&-3
COC(=O)c1ccc(C2NC(=O)c3ccccc3O2)cc1 (stereo not drawn),0,3,11,14,-7,3,1
C[C@H](O)C#Cc1ccc2c(c1)O[C@@H](CN(C)C(=O)CN(C)C)[C@@H](C)CN([C@@H](C)CO)S2(=O)=O,-4,-4,-21,2,-6[16.7 µM],1,-1
O=C(NCCC1CCCCN1S(=O)(=O)c1ccc(F)cc1)C(=O)Nc1ccccc1 (stereo not drawn),1,0,-1,10,x,22,12
COc1cccc(NC(=S)N2CCN(C(c3ccccc3)c3ccccc3)CC2)c1,0,-1,2,x,-3,x,-3

# Source: PubChem BioAssay
